KCNQ1 pot: human KCNQ1 channel potentiation or activation | actives 0.35% (n = 310,000) | CHO-K1 KCNQ1, thallium flux FluxOR fluorescence; stronger effect = higher value | B-score at 10 µM | P51787;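 active = fluorescence ratio B-score, a plate-corrected score, at least three library SD, with initial intensity B-score within 5 SD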
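System: Stable KCNQ1 CHO-K1 line | Incubation: 90 min dye loading and 20 min compound exposure, both at room temperature | Measure: Ratio B score | Medium: Assay buffer for compound exposure, DMSO matched across wells | Compound dosing: Single-concentration screen | Probe or stimulus: K+/Tl+ depolarizing stimulus | Measured by: Kinetic FluxOR fluorescence, 10 s baseline plus 110 s post-stimulus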
ANO1 block: mouse TMEM16A channel inhibition, primary screen. Q8BHY3. HEK293 TMEM16A/YFP iodide influx fluorescence, ionomycin. normalized B-score (activity score, 25-100; higher = stronger inhibition) at 10 µM. actives 1.2% (n = 310,000). AID 588511;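 active = ratio plate-corrected score three or more library SD toward inhibition, starting fluorescence score within five deviations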;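 note: score derived from kinetic fluorescence span divided by baseline fluorescence per well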
KCNK9 inh: blocks the human KCNK9 two-pore domain potassium channel; B-score at 10 µM; Q9NPC2; HEK293 KCNK9, FluxOR thallium flux fluorescence; stronger effect = lower value; actives 1.2% (n = 310,000);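 active = ratio B-score over 3 SD below the library mean, with starting fluorescence within 5 SD of its mean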;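 note: negative B-score means less thallium flux so channel inhibition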
ANO1 activ: activators or potentiators of mouse TMEM16A chloride channel; Q8BHY3; HEK293 TMEM16A/YFP-H148Q/I152L, iodide quench fluorescence; stronger effect = lower value; B-score at 10 µM; actives 0.3% (n = 340,000);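 active = fluorescence-ratio B-score plate-corrected deviation score at least 3 library SD below zero, with starting fluorescence score within 5 deviations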;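 note: channel opened by trigger with iodide after compound preincubation; score built on the fluorescence ratio of max minus min over baseline; more negative score means more quench and so TMEM16A activation or potentiation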
KCNQ1 inh: inhibitors of human KCNQ1 potassium channel | B-score at 10 µM | actives 1.3% (n = 310,000) | P51787 | CHO-K1 KCNQ1, FluxOR thallium flux fluorescence; stronger effect = higher value;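 active = compounds whose thallium flux B-score, printed positive for inhibition, exceeds three library SD while starting fluorescence stays within three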;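 note: channel opened by potassium depolarization with thallium stimulus after 20 min compound exposure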
KCNK3 inh: human KCNK3 channel inhibition, primary screen; AID 602410; actives 0.84% (n = 340,000); O14649; B-score at 10 µM; CHO-KCNK3 thallium flux, FluxOR fluorescence; stronger effect = lower value;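 active = B-score under library mean minus 4 SD, starting fluorescence ratio at most library mean plus 5 SD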;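 note: more negative B-score means stronger inhibition of thallium flux through KCNK3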
Dyrk1A ADPGlo: inhibitors of rat Dyrk1A kinase | Q63470 | ADP-Glo luminescence, NFATc1 peptide | inhibition, % at 12.5 µM | actives 0.43% (n = 310,000); in the data active = inhibition above about 50%;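 note: plate controls were vehicle with enzyme for no effect and no enzyme for full effect; many of its hits are not listed in these tables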
TRPC4 PAM: TRPC4 (mouse) allosteric potentiation; HEK293 TRPC4beta/mu-opioid, DAMGO EC20, Fluo-4 Ca2+ flux; stronger effect = higher value; actives 0.42% (n = 310,000); B-score at 10 µM; AID 2227; Q9QUQ5;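 active = B-score of calcium response area above 5 SD of library B-scores, with initial fluorescence ratio within 5 SD of library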;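 note: B-score of integrated fluorescence ratio over time as area under calcium response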
Target sequence (Q9QUQ5 whole entry, looked up): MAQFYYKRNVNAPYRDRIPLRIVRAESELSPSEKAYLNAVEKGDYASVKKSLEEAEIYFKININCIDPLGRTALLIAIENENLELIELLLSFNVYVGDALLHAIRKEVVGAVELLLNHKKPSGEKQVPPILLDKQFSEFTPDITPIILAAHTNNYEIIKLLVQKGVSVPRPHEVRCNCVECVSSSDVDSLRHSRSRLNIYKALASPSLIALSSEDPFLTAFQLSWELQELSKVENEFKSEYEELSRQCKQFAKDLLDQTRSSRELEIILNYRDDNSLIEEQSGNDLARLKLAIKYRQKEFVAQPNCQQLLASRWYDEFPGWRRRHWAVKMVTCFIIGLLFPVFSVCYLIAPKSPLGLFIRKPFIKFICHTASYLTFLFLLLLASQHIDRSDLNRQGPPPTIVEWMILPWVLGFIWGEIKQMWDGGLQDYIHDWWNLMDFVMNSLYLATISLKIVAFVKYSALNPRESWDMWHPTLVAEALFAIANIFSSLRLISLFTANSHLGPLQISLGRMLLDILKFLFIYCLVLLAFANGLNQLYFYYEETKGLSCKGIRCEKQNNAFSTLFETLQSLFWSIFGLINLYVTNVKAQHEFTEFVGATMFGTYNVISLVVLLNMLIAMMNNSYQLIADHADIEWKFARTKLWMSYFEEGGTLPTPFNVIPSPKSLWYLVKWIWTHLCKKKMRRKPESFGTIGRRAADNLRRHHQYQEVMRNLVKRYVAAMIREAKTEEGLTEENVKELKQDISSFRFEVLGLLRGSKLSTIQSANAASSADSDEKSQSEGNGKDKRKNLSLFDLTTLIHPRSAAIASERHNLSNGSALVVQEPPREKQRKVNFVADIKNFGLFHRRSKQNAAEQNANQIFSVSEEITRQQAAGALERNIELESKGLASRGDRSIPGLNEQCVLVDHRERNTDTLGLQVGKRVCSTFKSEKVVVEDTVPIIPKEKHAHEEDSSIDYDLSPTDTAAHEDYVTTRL
HDAC3 inhib: blocks human histone deacetylase 3; O15379; inhibition, % at 8.3 µM; AID 2718; recombinant HDAC3, fluorogenic peptide/trypsin coupled, fluorescence; actives 0.15% (n = 320,000); in the data active = inhibition above about 26%, passing the limit was not always enough
TRPC4 act: opens the mouse TRPC4 cation channel | Q9QUQ5 | B-score at 10 µM | actives 0.49% (n = 310,000) | AID 2237 | HEK293 TRPC4beta/mu-opioid, Fluo4 calcium fluorescence; stronger effect = higher value;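 active = B-score above 5 SD of library B-scores, and initial fluorescence ratio not above library mean plus 5 SD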;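 note: positive B-score marks a calcium rise read as TRPC4 activation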
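Technique: kinetic Fluo4 calcium fluorescence; Test system: TRPC4beta and mu-opioid receptor HEK293 stable cells; Measure: B-scored integrated calcium fluorescence ratio; Benchmarks: low control buffer alone, high control maximal DAMGO; Schedule: 45 min room-temperature Fluo4 loading, 110 s read.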
hERG protect: compounds protecting human hERG from proarrhythmic drug block; Q12809; CHO-hERG, FluxOR thallium flux, dofetilide IC70 present; activation (rescue from dofetilide block), less the hit threshold, % at 10 µM; actives 0.51% (n = 310,000); AID 1511;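 active = activation above the mean of controls blocked by dofetilide plus 5 SD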;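 note: thallium influx through hERG after potassium depolarization seen as dye fluorescence rise; in these data hits start at about 4.7%; inactives centre near -7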
Numbers without * were called inactive; i = inactive; x = not tested or not shown. This is a subset, so the mix of outcomes need not match the whole.

smiles	KCNQ1 pot	ANO1 block	KCNK9 inh	ANO1 activ	KCNQ1 inh	KCNK3 inh	Dyrk1A ADPGlo	TRPC4 PAM	HDAC3 inhib	TRPC4 act	hERG protect
COCCCNC(=O)CSc1nc2ccccc2c(=O)n1CCCC(=O)NCC1CCCO1 (configuration not stated)	i	i	i	i	i	i	5	i	4	i	-11
CC(C)(C)c1ccc(C(=O)Nc2ccc(S(=O)(=O)Nc3cnc4ccccc4n3)cc2)cc1	i	i	i	i	i	i	2	i	5	i	-11
c1ccc(-c2c(-c3ccccc3)n(Cc3ccco3)c3ncnc(NCCCn4ccnc4)c23)cc1	i	100*	i	i	12*	i	-2	i	-9	i	-26
Cc1ccc(C)c(N2CC(=O)N(c3cc(C)ccc3C)CC2=O)c1	i	i	i	i	i	i	-1	i	-4	i	-7
N/C(=N\OC(=O)COc1ccc([N+](=O)[O-])cc1)c1ccc(Br)cc1	i	x	i	x	i	x	x	i	x	i	-6
O=C(CCCOc1ccccc1)N1CCN(S(=O)(=O)c2ccc(Cl)cc2)CC1	i	i	i	i	i	i	-3	i	0	i	-10
COn1c(-c2ccc(Cl)cc2)nc2ccc(Cl)cc21	i	i	i	i	i	i	3	i	10	i	-3
COc1ccc(CCC(=O)Nc2cc(Cl)ccc2OC)cc1	i	i	i	i	i	i	11	i	0	i	-5
CCC(C(=O)NC1CCCCC1)N(CC1CCCO1)C(=O)CNS(=O)(=O)c1ccc(OC)cc1 (configuration not stated)	i	x	i	i	i	i	1	i	x	i	-8
CNC(=O)c1ccc(NC(=O)CC23CC4CC(CC(C4)C2)C3)cc1	i	i	i	i	i	i	-3	i	3	i	-6
CN(CC(=O)Nc1ccccc1C(F)(F)F)C(=O)CCc1nc2sc3c(c2c(=O)[nH]1)CCCC3	i	i	i	i	i	i	-4	i	-5	i	-13
CNC(=O)NC(=O)COC(=O)CCCOc1ccc(OC)cc1	i	i	i	i	i	i	-2	i	-9	i	-12
CCOC(=O)c1ccc(N=c2sc(C(=O)OC)cc(=O)n2Cc2ccc3c(c2)OCO3)cc1	i	i	i	i	i	i	-3	i	2	i	-8
CCOc1ccc(NC(=O)COC(=O)c2cc([N+](=O)[O-])ccc2N2CCOCC2)cc1	i	i	i	i	i	i	4	i	3	i	-12
COC(=O)c1sccc1NC(=S)N1CC(C)CC(C)C1 (configuration not stated)	i	i	i	i	i	i	4	i	3	i	-1
CCOc1ccc(N(CC)C(=O)CCS(=O)(=O)c2cccc3nonc23)cc1	i	i	i	i	i	i	-6	i	5	i	-3
CCc1cccc(C)c1NC(=O)CC(C)(C)CC(=O)O	i	i	i	i	i	i	2	i	0	i	-12
CCOC(=O)C1CCCN(C(=O)c2cc3c(C)nc4ccccc4c3o2)C1 (configuration not stated)	i	i	i	i	i	i	0	i	7	i	-15
COc1ccc(NC(=O)COC(=O)CNC(=O)c2cc(OC)c(OC)c(OC)c2)cc1	i	i	i	i	i	i	-1	i	11	i	-5
CC(C(=O)Nc1ccccc1)C(=O)Nc1ccccc1	i	i	i	i	i	i	6	i	5	i	-1
CCOc1ccc(Nc2cc(=O)oc3ccccc23)cc1	i	i	i	i	i	i	-43	i	0	i	2
Cc1cc(C)cc(NC(=O)CCc2c(C)nn(-c3ccc(N4CCCCC4)nn3)c2C)c1	i	i	i	i	i	i	1	i	5	i	-18
Nc1cc(N)nc(SCC(=O)N2CCN(S(=O)(=O)c3ccccc3)CC2)n1	i	i	i	i	i	i	-13	i	0	i	-12
COc1cc(O)c(C(CC(=O)N2CCCCC2)c2ccc3c(c2)OCO3)c(OC)c1 (configuration not stated)	i	i	i	i	i	i	-2	i	-15	i	-13
CCN(CC(=O)NCc1cccs1)S(=O)(=O)c1ccc(C(C)C)cc1	i	i	i	i	i	i	-7	i	8	i	-6
COc1ccc(-c2nnn(-c3cc(Cl)cc(Cl)c3)c2N)cc1	i	i	i	i	i	i	x	i	-2	i	-1
O=c1c(O)c(-c2cc(O)c(O)c(O)c2)oc2cc(O)cc(O)c12	x	i	x	i	x	i	90*	x	4	x	x
O=C(C[n+]1cccc(Br)c1)c1cccs1	i	i	i	i	i	i	6	i	-11	i	-7
COC(=O)c1c(-c2c(Cl)cccc2Cl)noc1C(=O)NN	i	i	i	i	i	i	-5	i	4	i	-2
Cc1cc(C)c2c(-n3cccc3)nn(C)c2n1	i	i	i	i	i	i	-3	i	8	i	-4
COc1ccc(CCN2CNc3c(c(=O)n(C)c(=O)n3C)C2)cc1OC	i	i	i	i	i	i	0	i	6	i	-9
O=C(/C=C/c1ccccc1)NCCc1nc2ccccc2[nH]1	i	i	i	i	i	i	4	i	6	i	-8
CCN(CC)S(=O)(=O)c1ccc(N2CCCC2)c(C(=O)OCC(=O)/C(C#N)=C(\C)N)c1	i	i	i	i	i	i	-7	i	5	i	-14
Cc1occc1C(=O)NNC(=O)c1ccccc1[N+](=O)[O-]	i	i	i	i	i	i	6	i	-8	i	-5
CCCCn1c(N)c(N(CC)C(=O)c2cc3c(s2)CCCCC3)c(=O)[nH]c1=O	i	i	i	i	i	i	-2	i	7	i	-4
Cc1ccnc(N2C(=O)c3ccccc3C2O)c1 (configuration not stated)	i	i	i	i	i	i	5	i	x	i	-6
Cc1c(CN(C)C(=O)c2nn(C)cc2[N+](=O)[O-])cnn1C	i	i	i	i	i	i	-1	i	5	i	-12
CCOC(=O)C1(CC)NC(c2ccco2)C2C(=O)N(C)C(=O)C21 (configuration not stated)	i	i	i	i	i	i	-4	i	-2	i	0
CCc1nnc(N/N=C/c2c(F)cccc2Cl)n1N	i	i	i	i	i	i	-4	i	8	i	-3
CC(=O)/C(=C\N(C)C)Sc1ccc(Cl)cc1	i	i	i	i	i	i	x	i	3	i	-5
CCOC(=O)N1CCN(C(=O)Nc2ccc3nc(-c4ccccn4)c(-c4ccccn4)nc3c2)CC1	i	i	i	i	i	i	9	i	-10	i	-3
N/C(Cc1ccc(Cl)cc1Cl)=N\OC(=O)Cc1ccc(Cl)cc1	i	i	i	i	i	i	-8	i	2	i	-6
Cc1ccc(S(=O)(=O)Cc2ccc(C(=O)N3CCN(c4ccc(F)cc4)CC3)o2)cc1	i	i	i	i	i	i	-5	i	1	i	-8
Cc1cc(SCC(=O)OC(C)C(=O)N(C)c2ccccc2)nc2ccccc12 (configuration not stated)	i	i	i	i	i	i	0	i	-3	i	-10
CCOc1ccc(CN2CCC(n3nccc3NC(=O)c3ccccc3OC)CC2)cc1	i	i	i	i	i	i	-8	i	6	i	-23
COc1ccc(NC(=S)Nc2ccc(OC(F)F)cc2)cn1	i	i	i	i	i	i	0	i	6	i	-8
Cc1ccc(NC(=O)Cn2cnc3c(cnn3C(C)(C)C)c2=O)cc1	i	i	i	i	i	i	1	i	-1	i	-9
Cc1ccc(F)cc1CNC(=O)C1CCC(=O)N(CC2CCCCC2)C1 (configuration not stated)	i	i	i	i	i	i	-1	i	x	i	-12
CCOC(=O)[C@H]1[C@H]2COc3ccc(C)cc3[C@@H]2N2C(=O)c3ccc(F)cc3NC(=O)[C@@]12C	x	i	x	i	x	i	5	x	3	x	x
COc1ccc(C(=O)NC2CCN(C(=O)NCc3ccccc3)CC2)cc1	i	i	i	i	i	i	-5	i	4	i	1

Remaining list, next part:
smiles	KCNQ1 pot	ANO1 block	KCNK9 inh	ANO1 activ	KCNQ1 inh	KCNK3 inh	Dyrk1A ADPGlo	TRPC4 PAM	HDAC3 inhib	TRPC4 act	hERG protect
Cc1c(NC(=O)c2ccccc2N(C)S(=O)(=O)c2ccccc2)c(=O)n(-c2ccccc2)n1C	i	i	i	i	i	i	0	i	-3	i	-6
COC(=O)c1ccc(C)c(NC(=O)Cc2coc3cc(OC)ccc23)c1	i	i	i	i	i	i	9	i	1	i	2
CCc1ccc2c(c1)C(c1ccc([N+](=O)[O-])cc1)=NNC(c1ccccc1)=N2	i	i	i	i	i	i	-1	i	-3	i	-3
O=C(NC1CCCC1)C(c1cccs1)N(C(=O)c1ccco1)c1ccc2c(c1)OCO2 (configuration not stated)	i	i	i	i	i	i	-5	i	-4	i	-5
CCOc1ccc(N(CC(=O)N2CCN(c3ccccc3F)CC2)S(=O)(=O)c2c(C)noc2C)cc1	i	i	i	i	i	i	-10	i	1	i	-6
Nn1c(SCC(=O)Nc2c(F)cc(F)cc2Br)nnc1C1CCCCC1	i	i	i	i	i	i	-7	i	-7	i	-11
COc1ccc(OCC(=O)Nc2ccc(NC(=O)c3ccco3)c(C)c2)cc1	i	x	i	i	i	i	7	i	x	i	-11
Cc1cc(C(C)(C)C)cc(C)c1CCNC(=O)c1ccc[n+]([O-])c1	i	i	i	i	i	i	-2	i	0	i	-10
COCCn1c(N2CCN(c3ccc(OC)cc3)CC2)nc2c1c(=O)[nH]c(=O)n2C	i	i	i	i	i	i	6	i	-6	i	-3
O=C(NCCc1c[nH]c2ccccc12)/C(=C/c1cccnc1)NC(=O)c1ccccc1	i	i	i	i	i	i	-4	i	1	i	-8
COc1ccc(-c2noc(CSc3nc(N)cc(=O)[nH]3)n2)cc1	i	i	i	i	i	i	-7	i	-4	i	-14
COc1ccc(C(=O)CCC(=O)N2CCN(c3ccccc3)CC2)cc1	i	i	i	i	i	i	1	i	x	i	-6
Nc1ccc2c(c1)sc1ccccc12	i	i	i	i	i	i	3	i	-7	i	-9
CCCCSc1nc2ccccc2n1CC(=O)O	i	i	i	i	i	i	3	i	5	i	-9
CCOc1ccc2[nH]c3c(NCCN(CC)CC)ncnc3c2c1	i	i	i	i	i	i	3	i	-11	i	-11
CN(Cc1ccc(F)cc1)C(=O)CCc1nnc(-c2ccccc2)o1	i	i	i	i	i	i	-4	i	-1	i	-5

Some of the entries above in another layout.
molecule: COc1ccc(OCC(=O)Nc2ccc(NC(=O)c3ccco3)c(C)c2)cc1
  KCNQ1 pot = i | ANO1 block = x | KCNK9 inh = i | ANO1 activ = i | KCNQ1 inh = i | KCNK3 inh = i | Dyrk1A ADPGlo = 7 | TRPC4 PAM = i | HDAC3 inhib = x | TRPC4 act = i | hERG protect = -11
molecule: Cc1cc(C(C)(C)C)cc(C)c1CCNC(=O)c1ccc[n+]([O-])c1
  KCNQ1 pot = i | ANO1 block = i | KCNK9 inh = i | ANO1 activ = i | KCNQ1 inh = i | KCNK3 inh = i | Dyrk1A ADPGlo = -2 | TRPC4 PAM = i | HDAC3 inhib = 0 | TRPC4 act = i | hERG protect = -10
